# STEP block: STEP phosphatase inhibitors, primary screen, biochemical, fluorescence intensity, uHTS | Tyrosine-protein phosphatase non-receptor type 5 (Homo sapiens), P54829 | AID 588621, 2011 | recombinant STEP, OMFP fluorogenic substrate | 360,000 compounds, 0.25% hits | inhibition, % at 20 µM;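 active = inhibition at 20 µM, scaled per plate between control wells, above about 37%, limit read from the data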;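 also: 0% = DMSO with enzyme and substrate and 100% = substrate only without enzyme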
# Target sequence (P54829 whole entry, looked up): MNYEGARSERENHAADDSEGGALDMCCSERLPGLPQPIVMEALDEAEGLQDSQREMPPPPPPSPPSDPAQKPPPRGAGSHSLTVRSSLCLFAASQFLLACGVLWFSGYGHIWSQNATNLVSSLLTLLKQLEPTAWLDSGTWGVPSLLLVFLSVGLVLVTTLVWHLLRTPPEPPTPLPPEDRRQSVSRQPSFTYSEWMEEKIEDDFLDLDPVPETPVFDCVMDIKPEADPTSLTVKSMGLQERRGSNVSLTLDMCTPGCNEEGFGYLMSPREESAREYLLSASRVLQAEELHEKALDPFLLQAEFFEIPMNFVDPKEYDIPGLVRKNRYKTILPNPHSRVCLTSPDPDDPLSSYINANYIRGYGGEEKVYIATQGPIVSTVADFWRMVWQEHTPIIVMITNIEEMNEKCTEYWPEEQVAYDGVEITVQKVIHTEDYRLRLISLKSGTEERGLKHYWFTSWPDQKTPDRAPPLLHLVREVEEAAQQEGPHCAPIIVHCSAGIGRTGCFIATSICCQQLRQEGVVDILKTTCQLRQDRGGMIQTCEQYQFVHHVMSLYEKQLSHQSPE
#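 medium = Bis-Tris buffer pH 6.0, 2.5 mM DTT, 0.005% Tween 20 | test system = STEP (striatal-enriched tyrosine phosphatase) enzyme, cell-free | measure = normalized % inhibition | compound dosing = 20 µM, 1% DMSO | also added = 25 µM OMFP | schedule = reaction 20 min, ambient temperature | measured by = fluorescence read at 480 nm ex / 540 nm em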
# eLon inh: inhibitors of E. coli Lon protease, primary screen, biochemical, fluorescence polarization | P0A9M0 | purified E. coli Lon protease | inhibition, % at 7.94 µM | 360,000 compounds, 0.42% hits | AID 602123, 2011; in the data active = inhibition above about 13%, passing the limit was not always enough;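 also: 0% = enzyme with probe and DMSO and 100% = no enzyme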
# MsrA inh: bovine MsrA enzyme inhibitors, primary screen, biochemical, absorbance, HTS. purified bovine MsrA, absorbance read-out. inhibition, % at 15.5 µM. 360,000 compounds, 0.75% hits. AID 651718, 2012; in the data active = inhibition above about 4.5%;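 also: 0% = vehicle wells with enzyme and 100% = reference inhibitor wells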
# DNMT1 block: human DNMT1 methyltransferase inhibitors, primary screen, biochemical, molecular beacon, fluorescence, HinP1I cleavage, uHTS | AID 588458, 2011 | inhibition (reported as % activation of signal), % at 10 µM | 360,000 compounds, 0.83% hits | DNA (cytosine-5)-methyltransferase 1 (Homo sapiens), P26358; in the data active = inhibition above about 50%
# SUMO1-SIM PPI: modulators of SUMO1 protein-protein interactions, primary screen, biochemical, uHTS | 360,000 compounds, 0.33% hits | SUMO1 binding to a labelled peptide, TR-FRET, 1 h | Small ubiquitin-related modifier 1 (Homo sapiens), P63165 | inhibition, % at 20 µM; in the data active = inhibition above about 37%
# Target sequence (P63165 whole entry, looked up): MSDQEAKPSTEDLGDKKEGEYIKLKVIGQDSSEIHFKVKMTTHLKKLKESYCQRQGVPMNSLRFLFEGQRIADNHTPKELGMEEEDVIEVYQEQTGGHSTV
# MsrA act: bovine MsrA enzyme activators, primary screen, biochemical, absorbance, HTS. 360,000 compounds, 0.3% hits. activation, % at 10.6 µM. Methionine sulfoxide reductase A (Bos taurus). purified bovine MsrA, absorbance read-out; in the data active = activation above about 7.5%;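 also: 0% = vehicle and 100% = reference activator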
# NRP1-CendR mod: modulators of CendR peptide binding to NRP-1, primary screen, biochemical, fluorescence polarization, uHTS | 360,000 compounds, 0.85% hits | inhibition, % at 25 µM | Neuropilin-1 (Homo sapiens), O14786 | FAM-RPARPAR peptide binding to NRP-1;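 active = inhibition or corrected inhibition above about 18%, plus a signal ratio from 0.5 to 1.5, limit read from the data, passing the limit was not always enough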; also: strong numbers were not always called active
# Tb MetRS inh: T. brucei MetRS inhibitors, primary screen, biochemical, luminescence. methionyl-tRNA synthetase (Trypanosoma brucei brucei). purified T. brucei MetRS, ATP depletion, Kinase-Glo luminescence. inhibition, % at 11.9 µM. 360,000 compounds, 0.4% hits. AID 624268, 2012;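 active = inhibition above a per-plate cutoff of the control wells' mean inhibition plus 3 SD, cut at about 5.5% in these data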;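 also: 0% = DMSO wells median and 100% = median of wells with control inhibitor compound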
#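 technique = Kinase-Glo luminescence, ATP depletion format | system = purified MetRS (methionyl-tRNA synthetase) enzyme from Trypanosoma brucei | timing = 15 min preincubation, 2 h reaction, all 25 °C | evaluation = percent inhibition versus plate control medians | dosing = single dose, 11.9 µM final nominal, 0.9% final DMSO | also added = substrates ATP, L-methionine and bulk Escherichia coli tRNA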
# Scp-1 inhibitor: Scp-1 phosphatase inhibitors, primary screen, biochemical, colorimetric, uHTS. Carboxy-terminal domain RNA polymerase II polypeptide A small phosphatase 1 (Homo …. Recombinant Scp1, phosphopeptide, malachite green phosphate absorbance. inhibition, % at 20 µM. 340,000 compounds, 0.88% hits. AID 493091, 2011;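 active = inhibition above about 50% at 20 µM, limit read from the data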;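 also: plate controls were DMSO wells with enzyme for no effect and wells lacking enzyme for full effect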
# Target sequence (Q9GZU7 76-261 limits assumed): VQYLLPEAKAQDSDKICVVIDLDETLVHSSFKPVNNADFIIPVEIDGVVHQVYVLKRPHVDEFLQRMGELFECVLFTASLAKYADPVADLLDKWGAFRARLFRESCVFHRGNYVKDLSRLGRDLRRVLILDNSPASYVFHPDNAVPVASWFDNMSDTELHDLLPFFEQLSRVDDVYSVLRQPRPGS
#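 Material: truncated SCP-1 phosphatase (76-261aa) / Buffer or medium: 50 mM Tris acetate pH 5.5, 0.005% Tween-20, 10 mM MgCl2 / Compound dosing: one concentration, 20 µM, with 1.0% DMSO / Incubation: 45 min room-temperature reaction, 5 min colour, 30 min stabiliser / Detection: colorimetric free-phosphate detection, absorbance 630 nm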
# LMPTP block: LMPTP phosphatase inhibitors, primary screen, biochemical, fluorescence intensity, uHTS | recombinant LMPTP-A, OMFP fluorogenic substrate | AID 651560, 2012 | Low molecular weight phosphotyrosine protein phosphatase (Homo sapiens), P24666 | inhibition, % at 20 µM | 360,000 compounds, 0.22% hits;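 active = compounds that cut the enzyme signal by at least half of the control window in the single-dose screen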;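 also: plate controls were DMSO wells with enzyme plus substrate for no effect and substrate without enzyme for full effect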
# Target sequence (P24666 whole entry, looked up): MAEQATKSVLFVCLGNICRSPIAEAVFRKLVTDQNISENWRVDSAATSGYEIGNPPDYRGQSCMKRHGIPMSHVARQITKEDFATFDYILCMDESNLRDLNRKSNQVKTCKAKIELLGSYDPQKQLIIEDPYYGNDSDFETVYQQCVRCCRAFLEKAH
#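 Test system – LMPTP-A enzyme · Amount – LMPTP-A at 0.625 nM final in the reaction · Buffer or medium – Bis-Tris pH 6.0, DTT, detergent · Reagent – OMFP 400 µM · Doses – single 20 µM dose · Schedule – reaction 50 min, room temperature, dark · Detection – fluorescence intensity of OMFP turnover product · Evaluation – percent inhibition versus substrate-only and uninhibited controls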
# Active calls of the source: *; · = not tested or not shown; & = joins results of further samples.
SMILES,NRP1-CendR mod,eLon inh,LMPTP block,Scp-1 inhibitor,MsrA inh,SUMO1-SIM PPI,DNMT1 block,Tb MetRS inh,MsrA act,STEP block
Cc1ccccc1CCNC(=O)c1cc(C2CC2)nc2c1cnn2C(C)C,-3.5,3.0,1.1,-6.5,-0.5,0.4,0.0,0.9,-3.2,1.2
Cc1cc(C)n(-c2nc(NCC(C)O)c3c4c(sc3n2)COC(C)(C)C4)n1 (stereo not drawn),-8.4,-7.7,0.4,-6.5,0.6,1.5,3.1,-0.8,-1.1,14.2
Cc1c(NC(=S)NC(=O)c2sc3ccccc3c2Cl)cccc1C(=O)O,-20.0,0.8,0.5,18.6,1.1,12.1,1.8,-0.8,-2.9,0.7
O=C1C(Cc2ccccc2)Nc2ncnc(N3CCCCC3)c2N1Cc1ccc(Br)cc1 (stereo not drawn),-6.2&-4.7,-9.0&-10.2,-1.6&1.9,6.1,1.1&1.2,-1.8&7.2,18.5&-6.4,-0.3&0.1,-10.8&-1.1,0.1&-1.2
N#Cc1ccccc1NC(=S)NC(=O)c1cccs1,8.4,5.8,10.8,-4.5,1.0,7.0,2.4,0.2,-1.8,19.9
O=C(CCc1nc2ccccc2s1)N1CCN(S(=O)(=O)c2cccs2)CC1,-6.8,3.4,-0.7,-10.8,0.8,-0.7,-6.0,-0.1,-1.1,1.5
CCOC(NC(=O)c1ccccc1)C(NC(=O)c1ccccc1)OCC (stereo not drawn),-0.4,7.1,-0.2,-8.0,2.2,-0.5,4.4,-0.1,-2.2,-1.5
CC(Oc1ccc(Cl)cc1)C(=O)OCC(=O)Nc1ncc(Cl)cc1Cl (stereo not drawn),-12.2,-1.7,-1.1,-11.2,0.7,1.9,-1.9,-1.9,-8.1,6.7
CN[C@H]1C[C@H]2c3[nH]c4ccc(-c5ccc(OC)cc5)cc4c3CCN2C(=O)[C@H]1[C@H](C)O,-14.1,-14.4,-2.1,·,0.2,-25.2,-30.6,-0.5,-0.1,3.9
CC(=O)C1=C(O)C(=O)N(Cc2cccnc2)C1c1ccc(Cl)cc1 (stereo not drawn),17.7,6.2,-1.8,-2.7,1.5,1.4,0.6,0.2,-4.3,-1.1
O=c1c2ccccc2nc2c3ccccc3c(NCCO)nn12,-5.0,-7.1,1.7,-9.1,0.5,4.6,4.4,0.3,-1.7,8.4
CCCN1Cc2cccc(C(=O)Nc3cc(OC)cc(OC)c3)c2C1=O,1.5,9.4,2.7,-3.4,-0.6,-3.0,-3.1,-0.3,-1.4,-0.3
CC(NC(=S)Nc1ccc([N+](=O)[O-])cc1)c1ccncc1 (stereo not drawn),-6.2,-7.4,0.5,1.6,3.7,-21.7,-1.7,0.9,-3.7,0.0
Cc1ccc(-c2noc(CSc3nnnn3-c3ccccc3)n2)cc1,-4.4,-0.3,1.3,-9.4,-1.3,0.9,0.8,-1.1,-0.9,-2.3
CC1CCCCC1NC(=O)CCCc1nc2ccccc2c(=O)[nH]1 (stereo not drawn),-1.5,-2.9,-0.8,2.2,-1.1,1.8,1.4,-0.1,-2.6,1.6
O=C(c1cccs1)N1CCN(Cc2ccc3c(c2)OCO3)CC1,-4.5,4.8,-2.7,2.6,·,1.8,1.8,0.0,-0.5,4.5
C[C@@H]1CCCCO[C@@H](CN(C)S(=O)(=O)c2ccccc2)[C@@H](C)CN([C@H](C)CO)C(=O)c2cc(NS(=O)(=O)c3ccc(F)cc3)ccc2O1,-4.6,-5.9,0.6,·,1.6,-0.3,-4.7,0.3,1.6,1.1
O=C(OCc1cccc([N+](=O)[O-])c1)c1ccc[nH]c1=O,-8.0,8.8,1.4,-5.2,-0.6,-17.0,-0.1,-0.8,-5.2,2.9
CC(=O)N/C(=C\c1ccccc1)C(=O)OCC(=O)NC1CCS(=O)(=O)C1 (stereo not drawn),-0.9,-0.6,-2.3,-10.4,-1.2,3.2,4.4,-0.3,-0.7,-1.0
O=C(CNC(=O)OCc1ccccc1)NCC(=O)NC(Cc1c[nH]c2ccccc12)C(=O)O (stereo not drawn),-0.2,-7.7,0.4,·,-1.3,3.8,0.6,-0.1,-3.2,2.2
NC(=O)C1(N2CCCCC2)CCN(C(=O)c2ccc(-n3cnnn3)cc2)CC1,8.1,-8.0,0.1,-2.6,2.2,3.6,-4.3,0.3,6.0,1.5
CC(C)(C)CC(C)(C)NC(=O)CSCC(=O)Nc1ccc2ccccc2c1,0.7,5.4,3.8,-1.1,0.8,-4.6,3.0,-0.2,2.4,-2.2
O=C(NCc1cccs1)c1nc2c(nnn2Cc2ccc(F)cc2)c(=O)[nH]1,-4.8,-11.3,-1.3,-5.6,2.0,2.6,4.9,2.9,-3.4,-1.0
CCCCNC(=O)CS(=O)Cc1nc(-c2cccc(Cl)c2)oc1C (stereo not drawn),-0.1,-1.6,0.0,2.4,-1.1,4.6,-0.2,-1.1,-7.6,-1.9
CCOC(=O)Nc1ccc2c(c1)N(C(=O)CCN1CCN(CCO)CC1)c1ccccc1CC2,4.9,-1.3,-4.7,-9.4,0.0,-0.9,-3.2,0.3,-2.0,0.6
COC(=O)c1c(-c2cccnc2)csc1NC(=O)c1ccc2c(c1)OCO2,-51.6,-16.2,0.5,0.0,-0.4,-1.8,14.8,-1.2,-7.0,2.8
c1ccc2c(-c3cccc4nccn34)cncc2c1,-16.5,-1.3,-0.3,·,2.2,-12.8,-5.0,0.6,-2.4,-3.9
CCc1cccc(C)c1NC(=O)CCNC(=O)c1cccc(C)c1,3.1,5.8,-0.5,12.2,-1.4,0.8,-0.2,-0.7,-7.3,-2.7
CCn1c(CNC(=O)c2cccc(C)c2)nc2ccccc21,1.6,-13.2,-0.4,-1.2,0.4,6.2,5.5,0.3,1.2,0.3
N=c1c2c(-c3ccccc3)c(-c3ccccc3)n(Cc3ccco3)c2ncn1Cc1ccccc1,2.0,6.0,1.3,0.8,-0.6,-2.8,5.8,-0.8,-5.0,-4.8

# Entries of single compounds from above:
# `CCCCNC(=O)CS(=O)Cc1nc(-c2cccc(Cl)c2)oc1C` (stereo not drawn) is listed as NRP1-CendR mod: -0.1; eLon inh: -1.6; LMPTP block: 0.0; Scp-1 inhibitor: 2.4; MsrA inh: -1.1; SUMO1-SIM PPI: 4.6; DNMT1 block: -0.2; Tb MetRS inh: -1.1; MsrA act: -7.6; STEP block: -1.9
# `N#Cc1ccccc1NC(=S)NC(=O)c1cccs1` is listed as NRP1-CendR mod: 8.4; eLon inh: 5.8; LMPTP block: 10.8; Scp-1 inhibitor: -4.5; MsrA inh: 1.0; SUMO1-SIM PPI: 7.0; DNMT1 block: 2.4; Tb MetRS inh: 0.2; MsrA act: -1.8; STEP block: 19.9

# (cont.)
SMILES,NRP1-CendR mod,eLon inh,LMPTP block,Scp-1 inhibitor,MsrA inh,SUMO1-SIM PPI,DNMT1 block,Tb MetRS inh,MsrA act,STEP block
CN(CC(=O)Nc1ccccc1Cl)C(=O)COC(=O)/C=C/c1cccs1,-10.3,2.2,0.0,-7.5,1.5,-26.2,0.8,-0.2,-3.1,-1.7
COc1cc(Cl)c(C)cc1NC(=O)CSc1nnc(-c2ccccn2)n1Cc1ccco1,-7.2,-1.2,2.4,-8.0,-0.3,2.3,-4.3,-1.8,-11.5,3.1
COc1ccc2nc(NC(=O)c3ccc(NC(=O)C4CCCO4)cc3)sc2c1 (stereo not drawn),1.2,-12.1,-0.5,-4.5,-0.6,-0.1,-4.6,-0.8,-2.1,1.6
COC(=O)c1cc(C(=O)OCC(=O)Nc2ccccc2OC(F)F)cc([N+](=O)[O-])c1,9.5,-9.8,-0.2,-15.8,0.1,-5.3,0.1,-0.3,2.3,-1.3
CCc1nnc(NC(=O)CSc2nc3[nH]c(=O)cc(O)c3s2)s1,-12.6,-18.5,0.7,0.4,0.4,12.6,3.3,-0.2,-3.9,1.4
O=C1N/C(=C/c2cccs2)C(=O)N1Cc1ccc(Br)cc1,0.5,-6.8,1.5,-4.7,0.3,1.4,16.9,0.7,-1.5,-0.3
CCc1nc2ccc(C(=O)NC3CCN(Cc4ccccc4)CC3)cn2c1N(CC)CCOC,0.6,3.1,0.1,·,0.9,1.3,-5.9,-0.3,1.1,0.5
Cc1nc2ccccc2c(=O)n1/N=C/c1ccc2ccccc2c1O,-16.4,-5.6,3.8,-16.3,·,13.5,-5.9,-0.4,0.0,4.8
COc1ccc(Br)cc1C1Nc2cccc3cccc(c23)N1,-0.1,-3.3,2.9,-7.0,0.5,-1.5,-23.0,0.1,-3.0,0.8
CCC(NC(=O)CCc1ccccc1)c1ccccc1 (stereo not drawn),-6.7,-4.6,1.4,-4.9,-0.3,-2.4,0.7,-0.4,-8.8,11.0
O=C(Nc1nc(-c2cccs2)cs1)c1ccc(S(=O)(=O)N2CCCC2)cc1,-10.3,-0.4,3.3,-5.6,1.2,1.2,-11.7,0.0,-3.6,0.3
Cn1ncc(N=Cc2ccccc2O)c1C(=O)Nc1ccccc1,-2.5,-3.5,0.6,-4.2,0.8,-5.5,-4.4,-0.9,1.7,6.2
CCOC(=O)c1ccc(S(=O)(=O)N2CCN(C(=O)c3nn(C)c(=O)c4ccccc34)CC2)cc1,3.5,-6.8,0.6,-5.7,-0.5,-0.6,1.4,-1.0,-7.6,0.2
Cc1cc(-c2ccc(S(=O)(=O)N3CCN(c4ccc(F)cc4)CC3)s2)on1,7.4,-2.6,-0.3,-6.3,0.0,-1.9,17.9,-0.1,0.2,-1.7
Cc1cccc(C)c1-n1nnnc1C1c2ccccc2C(=O)N1CCCn1ccnc1 (stereo not drawn),0.6,-16.9,-1.6,·,1.9,2.4,·,-1.0,-4.8,·
Cc1ccc(S(=O)(=O)N2C[C@H]3N(C(=O)OC(C)C)N(C(=O)OC(C)C)C[C@H](OC(=O)Nc4cccs4)[C@@]3(O)C2)cc1,-14.2,-4.4,1.7,·,0.1,4.5,-1.2,0.0,-1.7,1.1
COc1ccccc1N1CCN(C(c2cccs2)C(C)NC(=O)c2ccncc2)CC1 (stereo not drawn),5.4,7.0,0.0,3.5,0.4,-1.5,1.6,0.0,-6.1,-0.4

# Source: PubChem BioAssay
